AMPAR-TARP mod – modulates AMPAR-stargazin complexes; O88602+P19491; HEK293 GluA2+stargazin, membrane potential dye (FDSS), glutamate EC50; hits were called plate by plate, in both directions; calls only at 30 µM; actives 3.5% (n = 40,000);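 active = any of four per-well response measures lying three or more SD from its plate-wide compound average, in either direction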
Target sequence (O88602 whole entry, looked up): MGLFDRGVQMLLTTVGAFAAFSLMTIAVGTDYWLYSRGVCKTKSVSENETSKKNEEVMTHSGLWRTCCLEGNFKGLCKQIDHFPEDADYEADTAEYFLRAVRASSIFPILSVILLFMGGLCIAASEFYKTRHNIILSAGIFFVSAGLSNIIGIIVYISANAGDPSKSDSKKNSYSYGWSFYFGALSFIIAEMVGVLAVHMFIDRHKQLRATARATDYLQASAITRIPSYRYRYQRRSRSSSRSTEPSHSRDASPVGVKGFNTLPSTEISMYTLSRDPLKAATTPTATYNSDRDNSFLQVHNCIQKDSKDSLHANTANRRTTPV
Target sequence (P19491 whole entry, looked up): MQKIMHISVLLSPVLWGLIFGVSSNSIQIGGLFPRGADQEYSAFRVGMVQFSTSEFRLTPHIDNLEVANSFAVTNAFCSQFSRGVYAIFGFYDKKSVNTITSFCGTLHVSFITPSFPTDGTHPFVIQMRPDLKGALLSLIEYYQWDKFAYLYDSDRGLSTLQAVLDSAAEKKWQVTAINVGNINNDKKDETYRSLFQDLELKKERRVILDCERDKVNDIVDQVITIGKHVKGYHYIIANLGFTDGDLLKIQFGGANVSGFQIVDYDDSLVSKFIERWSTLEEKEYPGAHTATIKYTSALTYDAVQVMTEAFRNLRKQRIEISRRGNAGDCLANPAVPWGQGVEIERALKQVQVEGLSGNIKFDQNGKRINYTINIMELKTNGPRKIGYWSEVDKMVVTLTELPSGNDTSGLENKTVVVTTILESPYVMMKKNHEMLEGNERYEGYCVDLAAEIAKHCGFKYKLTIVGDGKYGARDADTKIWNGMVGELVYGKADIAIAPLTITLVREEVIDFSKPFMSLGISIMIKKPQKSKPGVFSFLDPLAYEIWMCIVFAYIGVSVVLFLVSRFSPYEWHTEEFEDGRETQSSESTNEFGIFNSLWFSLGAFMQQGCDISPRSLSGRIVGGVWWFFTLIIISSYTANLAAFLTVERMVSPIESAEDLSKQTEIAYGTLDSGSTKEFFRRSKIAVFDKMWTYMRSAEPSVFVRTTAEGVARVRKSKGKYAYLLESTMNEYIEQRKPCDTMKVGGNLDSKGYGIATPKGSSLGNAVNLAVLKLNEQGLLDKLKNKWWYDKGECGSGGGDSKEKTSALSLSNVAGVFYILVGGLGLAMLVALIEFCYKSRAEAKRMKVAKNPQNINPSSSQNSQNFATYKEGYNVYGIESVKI
AMPAR-TARP mod agonism max-min – recorded beside AMPAR-TARP mod, whose call it bears; compound max-min signal; compound-alone response (agonism);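 unitless range of fluorescence divided by baseline over first 100 seconds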
AMPAR-TARP mod glutamate slope – also measured in AMPAR-TARP mod; calls as there; glutamate slope, % of max; measured here: glutamate response slope, % max;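 scaled per plate between vehicle wells and maximal 1 mM glutamate control wells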
* = called active by the depositor; i = inactive; + = active, no number.

molecule,AMPAR-TARP mod,AMPAR-TARP mod agonism max-min,AMPAR-TARP mod glutamate slope
COc1ccc(C)c2sc(N(CCN3CCOCC3)C(=O)CCc3ccccc3)nc12,i,0.12,68
CC(=O)N1CCN(c2c(C)cnc3c2c(=O)n(CC(=O)NCC2CCCO2)c(=O)n3C)CC1 (centres undefined),i,0.1,74
CC(=O)Nc1cccc(NC(=O)C(=O)NC2CCCC2)c1,i,0.11,67
Cc1ccc(S(=O)(=O)Nc2cccc(C(=O)NCCC(C)C)c2)cc1,i,0.072,46
O=C(NC1CCc2ccccc21)C1CCN(c2cc(Oc3ccccc3)ncn2)CC1 (centres undefined),i,0.082,56
Cc1cc(OCC(O)CN2CCN(Cc3ccc4c(c3)OCO4)CC2)ccc1Cl (centres undefined),i,0.092,48
Cc1cc(NC(=O)c2ccc(C(F)(F)F)cc2)ccc1N1CCCCC1=O,i,0.11,53
COc1ccc(NC(=O)c2ccc3c(c2)OCO3)cc1N1CCCCC1=O,i,0.051,64
CCN(CC)C(=O)CN1CCN(c2nccn2CC)CC1,i,0.037,35
COc1ccc2c(c1)CCN(C(=O)c1ccc(OCc3nc(C)cs3)cc1)C2,i,0.045,57
Cc1ccccc1OCC(=O)NCC(C)(O)c1ccccc1 (centres undefined),i,0.086,62
O=S(=O)(c1cccc(C(F)(F)F)c1)N1CCC(Cn2cnc3ccccc32)CC1,i,0.091,74
COc1ccc(NC(=O)CSc2nnc(Cc3ccccc3)n2N)c(OC)c1,i,0.077,63
Cc1ccc(NCCNC(=O)Cc2c[nH]c3ccccc23)nn1,i,0.14,53
COc1ccc(S(=O)(=O)NCC(c2ccsc2)N2CCc3ccccc3C2)cc1Cl (centres undefined),i,0.075,46
Cc1ccc(-n2nnnc2SC(C)C(=O)Nc2nccs2)c(C)c1 (centres undefined),i,0.089,60
O=S(=O)(NCC#CCN1CCc2ccccc2C1)c1ccc(Br)s1,i,0.076,57
CC(=O)N1CCN(c2ccnc3c2c(=O)n(CC(=O)Nc2cc(C)cc(C)c2)c(=O)n3C)CC1,i,0.054,44
O=C(Nc1ccc(F)cc1)N1CCC(c2nnc(C3CC3)o2)CC1,i,0.067,61
COc1ccccc1NC(=O)N1CCC(CNC(=O)C(=O)Nc2ccccc2C#N)CC1,i,0.086,59
Cc1ccc(C)c(NC(=O)c2ccc(S(=O)(=O)N3CC(C)CC(C)C3)cc2)c1 (centres undefined),i,0.06,44
COc1cccc(C(=O)Nc2cc3c4c(c2)CCC(=O)N4CCC3)c1OC,i,0.099,47
O=S(=O)(Nc1ccc(Cl)cn1)c1ccc2c(c1)OCCO2,i,0.091,53
O=C(Nc1ccc(S(=O)(=O)N2CCN(c3cnccn3)CC2)cc1)c1ccccc1C(F)(F)F,i,0.14,55

Among those listed so far, these have a CF3 group:
molecule,AMPAR-TARP mod,AMPAR-TARP mod agonism max-min,AMPAR-TARP mod glutamate slope
Cc1cc(NC(=O)c2ccc(C(F)(F)F)cc2)ccc1N1CCCCC1=O,i,0.11,53
O=S(=O)(c1cccc(C(F)(F)F)c1)N1CCC(Cn2cnc3ccccc32)CC1,i,0.091,74
O=C(Nc1ccc(S(=O)(=O)N2CCN(c3cnccn3)CC2)cc1)c1ccccc1C(F)(F)F,i,0.14,55

(listing goes on)
molecule,AMPAR-TARP mod,AMPAR-TARP mod agonism max-min,AMPAR-TARP mod glutamate slope
CCOc1cc(S(=O)(=O)N2CCCCCC2)c(OCC)cc1C,i,0.061,63
O=C(NCC(O)Cc1ccccc1)c1ccc(F)c(F)c1 (centres undefined),i,0.14,71
Cc1cccc2sc(NC(=O)c3cc(=O)c(OCc4ccc(F)cc4)co3)nc12,i,0.12,49
COc1ccccc1NC(=O)N1CCC(CNC(=O)c2nc3ccccc3s2)CC1,i,0.025,24
Cc1ccccc1OCC(=O)NCCC(O)c1ccccc1 (centres undefined),i,0.074,57
COc1cc(N2CCN(S(=O)(=O)c3cccc(C)c3)CC2)nc(OC)n1,i,0.12,57
CCOC(=O)c1cc(C(C)C)[nH]n1,i,0.11,59
O=C(NCc1ccco1)C1CN(C(=O)COc2ccccc2F)C1,i,0.084,51
CC(C)(c1ccccc1)c1cc(CN2CCOCC2)c(O)c(CN2CCOCC2)c1,i,0.067,72
CC(C)N1CCC(CNS(=O)(=O)c2cccc3ccccc23)CC1,i,0.048,36
COc1ccc(S(=O)(=O)NCC(c2cccnc2)N2CCN(Cc3ccccc3)CC2)cc1 (centres undefined),i,0.045,48
COc1ccc(-n2nnc3c(N4CCN(C(=O)c5cc(=O)c6ccccc6o5)CC4)ncnc32)cc1,i,0.12,55
COCCn1c(=O)c2c(nc(-n3nc(C)cc3C)n2Cc2ccccc2F)n(C)c1=O,i,0.026,63
C=CCc1ccccc1OCC(O)CN1CCC(C)CC1 (centres undefined),i,0.057,44
COC(=O)c1ccc2c(=O)n(CCCN3CCN(c4cccc(C)c4)C(C)C3)c(=S)[nH]c2c1 (centres undefined),i,0.11,51
COc1ccc(CC(=O)Nc2nc(-c3cc(OC)ccc3OC)cs2)cc1,i,0.11,70
O=C(c1ccc(F)cc1)N1CCN(c2ccc(Nc3cccnc3)nn2)CC1,i,0.26,41
COc1cc(NC(=O)Cc2c(F)cccc2Cl)c2ncccc2c1,i,0.074,73
CCCOc1cc(S(=O)(=O)NCc2cccnc2)ccc1Cl,i,0.11,57
CCCCOc1ccc(C(=O)Nc2ccc(CC(=O)N3CCCC3)cc2)cc1,i,0.031,43
COc1ccc(NC(=O)CCc2csc(NC(=O)c3ccc(F)cc3)n2)cc1Cl,i,0.1,63
Cc1ccc(CNC(=O)C(=O)NCC(c2ccc(C)cc2)N2CCOCC2)cc1 (centres undefined),i,0.032,54
COc1ccc(NC(=O)Cn2nc(C(=O)N3CCOCC3)cc2C)c(OC)c1,i,0.091,61
CN(Cc1ccccc1)S(=O)(=O)c1cc2c3c(c1)CCN3C(=O)CC2,i,0.085,57
CN(C1CCCC1)S(=O)(=O)c1ccc(C(=O)Nc2ncnc3sccc23)cc1,i,0.068,53
O=S(=O)(NCC1CCN(Cc2ccco2)CC1)c1ccc(Cl)cc1,i,0.069,56
CC1CCCCC1NC(=O)Cc1cc(-c2cccs2)on1 (centres undefined),i,0.036,46
COc1cc(NS(=O)(=O)c2ccc(NC(=O)c3ccc(S(=O)(=O)N4CCCCC4)cc3)cc2)ncn1,i,0.12,73
O=C(CCCS(=O)(=O)c1ccccc1)Nc1nccs1,i,0.095,66
COc1ccc(-n2c(SCc3nc(-c4ccccc4)no3)nc3ccsc3c2=O)cc1,i,0.063,58
CSc1ccccc1NC(=O)CCN1C(=O)c2ccccc2S1(=O)=O,i,0.05,55
CC(=O)Cn1c(=O)c2c(nc3n(-c4ccc(C)c(Cl)c4)c(C)c(C)n23)n(C)c1=O,i,0.074,34
Cc1ccc(-n2nnc3c(N4CCN(C(=O)C(C)C)CC4)ncnc32)cc1,i,0.029,55
CN(C1CCCC1)S(=O)(=O)c1ccc(C(=O)Nc2ccccc2C#N)cc1,i,0.066,44
Cc1ccc(NC(=O)c2ccc(S(=O)(=O)C(C)C)cc2)c(C(=O)c2ccccc2)c1,i,0.063,62
CCCCCOC(=O)/C(C#N)=C/c1c[nH]c2ccccc12,i,0.14,50
CSc1nc2ccc(NC(=O)c3ccn(C)n3)cc2s1,i,0.13,40
Cc1cc(C)n(-c2cc(N3CCCC(C(=O)NCCc4csc(-c5ccccc5)n4)C3)ncn2)n1 (centres undefined),i,0.09,65
O=C(CN1N=NC2C(=O)N(c3ccc(Br)cc3)C(=O)C21)Nc1ccccc1Cl (centres undefined),i,0.066,56
C=CCn1c(SCC(=O)O)nc2ccccc2c1=O,i,0.081,60
O=C(Cc1csc(Nc2cccc(Cl)c2)n1)NCC1CCCO1 (centres undefined),i,0.15,75
Cc1cc(-c2nnc(NC(=O)CCCS(=O)(=O)c3ccc(Cl)cc3)o2)nn1C,i,0.086,45
COc1cccc(S(=O)(=O)N2CCCN(CCn3nc(C)cc3C)CC2)c1,i,0.084,42
CCS(=O)(=O)c1ccccc1C(=O)N=c1sc2ccc(OC)cc2n1CCSC,i,0.051,62
Cc1cc(-c2nnc(NC(=O)c3cccc(C(F)(F)F)c3)o2)nn1C,i,0.12,37
O=C(C1CC1)N1CCN(c2ccc(-c3ccc(Cl)cc3)nn2)CC1,i,0.1,63
CCOC(=O)c1oc2ccccc2c1NC(=O)C1CCCN1S(C)(=O)=O (centres undefined),i,0.11,52
C=C(C)Cn1c(=O)c2c(nc3n(-c4ccccc4O)c(C)c(C)n23)n(C)c1=O,i,0.11,75
CC1=C(C(=O)Nc2ccccc2F)C(c2ccc3c(c2)OCO3)C2=C(CCCC2=O)N1 (centres undefined),i,0.077,42
CCOc1ccc2nc(NC(=O)CCN3C(=O)c4ccccc4S3(=O)=O)sc2c1,i,0.058,56
COc1ccc(CCNC(=O)CSc2ccc(NC(=O)C3CC3)nn2)cc1,i,0.11,54
O=C(Nc1ccc(N2CCN(Cc3ccccc3)CC2)cc1)c1cccc(Br)c1,i,0.042,57
CC(C)c1cc(=O)[nH]c(-n2nc(C3CC3)cc2NC(=O)CSCc2ccccc2)n1,i,0.091,60
C=CCn1c(SCC(=O)N2CCOCC2)nc2sc3c(c2c1=O)CCCCC3,i,0.069,66
CCc1c(C)nc(-n2nc(-c3ccco3)cc2NC(=O)c2cc3ccccc3o2)[nH]c1=O,i,0.13,49
O=S(=O)(c1ccccc1C(F)(F)F)N1CCN(c2ccc3nncn3n2)CC1,i,0.098,38
CC1=C(C(=O)Nc2ccccc2F)C(c2cccc(Br)c2)NC(=S)N1 (centres undefined),i,0.036,53
COc1ccc(OC)c(/C=C2\SC(=S)N(c3ccc(NC(C)=O)cc3)C2=O)c1,i,0.11,74
CCN1CCc2c(sc(NC(=O)c3ccco3)c2-c2nc3ccccc3s2)C1,i,0.18,75
Cc1ccc(Cl)cc1N1CCN(c2ccc(S(=O)(=O)c3ccccc3)nn2)CC1,i,0.094,64

The final five entries of the section above open the next one.
molecule,AMPAR-TARP mod,AMPAR-TARP mod agonism max-min,AMPAR-TARP mod glutamate slope
O=S(=O)(c1ccccc1C(F)(F)F)N1CCN(c2ccc3nncn3n2)CC1,i,0.098,38
CC1=C(C(=O)Nc2ccccc2F)C(c2cccc(Br)c2)NC(=S)N1 (centres undefined),i,0.036,53
COc1ccc(OC)c(/C=C2\SC(=S)N(c3ccc(NC(C)=O)cc3)C2=O)c1,i,0.11,74
CCN1CCc2c(sc(NC(=O)c3ccco3)c2-c2nc3ccccc3s2)C1,i,0.18,75
Cc1ccc(Cl)cc1N1CCN(c2ccc(S(=O)(=O)c3ccccc3)nn2)CC1,i,0.094,64
Cc1cccc(C(=O)N2CCN(S(=O)(=O)N3CCOCC3)CC2)c1,i,0.082,53
CN(C)S(=O)(=O)N1CCN(CC(O)COc2ccc3cc(Br)ccc3c2)CC1 (centres undefined),i,0.13,46
Cn1c(=O)[nH]c(=O)c2c1nc(NCCc1ccccc1)n2CC(=O)O,i,0.052,39
CCn1nnc2c(=O)n(CC(=O)NCc3ccc(C)cc3)cnc21,i,0.097,64
COC(=O)C1=C(C)Nc2nc(C(F)(F)F)nn2C1c1ccc(Cl)cc1 (centres undefined),i,0.1,32
COc1ccc(S(=O)(=O)NCCNc2cc(-n3cccn3)ncn2)cc1Cl,i,0.13,62
COc1ccc(-n2nnc(C(=O)N3CCOCC3)c2C)cc1Cl,i,0.11,60
COc1ccc2nc(-c3cccc(NC(=O)Cc4ccccc4)c3)cn2n1,i,0.048,32
CCOc1ccccc1NC(=O)C(=O)NCc1nc(-c2ccccc2)no1,i,0.14,54
O=C1S/C(=C\c2ccccc2)C(=O)N1c1ccc(F)cc1,i,0.11,58
NC(=O)c1ccc(NC(=O)c2ccc(=O)n(Cc3ccccc3Cl)c2)cc1,i,0.046,38
COc1ccc(CN(CC(=O)NC2CCCC2)S(=O)(=O)c2cccnc2)cc1,i,0.12,54
CCc1ccc(S(=O)(=O)Nc2ccc3c(c2)N(C(=O)C2CC2)CC3)s1,+,0.055*,66*

Reprinted at random: four entries already listed.
molecule,AMPAR-TARP mod,AMPAR-TARP mod agonism max-min,AMPAR-TARP mod glutamate slope
COc1cccc(C(=O)Nc2cc3c4c(c2)CCC(=O)N4CCC3)c1OC,i,0.099,47
COc1cc(NS(=O)(=O)c2ccc(NC(=O)c3ccc(S(=O)(=O)N4CCCCC4)cc3)cc2)ncn1,i,0.12,73
Cc1ccccc1OCC(=O)NCC(C)(O)c1ccccc1 (centres undefined),i,0.086,62
O=S(=O)(c1ccccc1C(F)(F)F)N1CCN(c2ccc3nncn3n2)CC1,i,0.098,38

Screens deposited in PubChem BioAssay by Vanderbilt High Throughput Screening Facility.

Some of the compounds tested; the hit share may differ from the screen's.
